High-throughput results (PubChem)
TMEM16A act: activates or potentiates the mouse TMEM16A chloride channel; Q8BHY3; HEK293 TMEM16A/YFP-H148Q/I152L, iodide quench fluorescence; stronger effect = lower value; actives 0.3% (n = 340,000); B-score at 10 µM; AID 623877;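 active = fluorescence-ratio B-score plate-corrected deviation score at least 3 library SD below zero, with starting fluorescence score within 5 deviations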;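 also: channel opened by trigger with iodide after compound preincubation; score built on the fluorescence ratio of max minus min over baseline; more negative score means more quench and so TMEM16A activation or potentiation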
Target sequence (Q8BHY3 whole entry, looked up): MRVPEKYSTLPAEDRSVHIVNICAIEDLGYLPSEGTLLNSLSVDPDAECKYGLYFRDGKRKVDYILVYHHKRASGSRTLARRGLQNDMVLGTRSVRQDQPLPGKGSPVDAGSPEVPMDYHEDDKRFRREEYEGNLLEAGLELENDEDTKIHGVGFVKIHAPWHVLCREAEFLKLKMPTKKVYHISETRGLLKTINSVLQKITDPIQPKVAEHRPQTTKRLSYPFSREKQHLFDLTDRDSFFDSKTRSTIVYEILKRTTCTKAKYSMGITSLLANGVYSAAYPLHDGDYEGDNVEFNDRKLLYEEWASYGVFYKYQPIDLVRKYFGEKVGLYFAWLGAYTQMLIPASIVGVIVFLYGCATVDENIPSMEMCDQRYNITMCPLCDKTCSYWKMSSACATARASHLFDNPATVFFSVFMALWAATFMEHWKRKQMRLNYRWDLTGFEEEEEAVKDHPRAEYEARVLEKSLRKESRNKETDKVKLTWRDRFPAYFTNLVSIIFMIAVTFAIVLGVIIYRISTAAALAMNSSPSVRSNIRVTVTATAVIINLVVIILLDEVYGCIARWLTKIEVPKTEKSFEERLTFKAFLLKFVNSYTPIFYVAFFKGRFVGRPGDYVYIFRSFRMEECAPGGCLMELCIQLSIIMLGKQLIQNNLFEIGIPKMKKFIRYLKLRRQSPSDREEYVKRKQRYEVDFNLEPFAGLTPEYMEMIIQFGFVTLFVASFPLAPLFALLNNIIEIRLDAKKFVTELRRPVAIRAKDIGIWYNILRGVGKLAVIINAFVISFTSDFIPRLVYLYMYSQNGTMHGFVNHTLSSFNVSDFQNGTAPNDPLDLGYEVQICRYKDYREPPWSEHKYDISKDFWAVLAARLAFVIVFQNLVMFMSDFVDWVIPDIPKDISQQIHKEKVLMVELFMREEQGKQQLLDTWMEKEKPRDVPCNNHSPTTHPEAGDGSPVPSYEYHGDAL
Calls only; i = inactive.

| Molecule | TMEM16A act |
| --- | --- |
| COc1ccc(CNC(=O)COC(=O)c2cc3ccccc3o2)cc1 | i |
| CC(=O)N1C(C)(C)CC(=NOS(=O)(=O)c2ccccc2)CC1(C)C | i |
| COc1cccc(N=CNc2cccc(OC)c2)c1 | i |
| O=[N+]([O-])c1ccc(Cc2ccc([N+](=O)[O-])cc2)cc1 | i |
| COc1ccc(C(=O)NC(CCSC)C(=O)NCc2nnc3ccccn23)cc1 (stereo unspecified) | i |
| Cc1ccc(OCC(=O)c2cc(C)n(-c3cc(C)on3)c2C)c([N+](=O)[O-])n1 | i |
| COc1cc(C(=O)O/N=C2/C=CC(=O)C(C)=C2C)cc(OC)c1OC | i |
| Cc1ccc(N2CCN(C(=O)C3CCN(S(=O)(=O)c4cccc5nsnc45)CC3)CC2C)cc1 (stereo unspecified) | i |

Some of the entries so far, with the structure last.
TMEM16A act,compound
i,COc1ccc(C(=O)NC(CCSC)C(=O)NCc2nnc3ccccn23)cc1 (stereo unspecified)
i,Cc1ccc(OCC(=O)c2cc(C)n(-c3cc(C)on3)c2C)c([N+](=O)[O-])n1
i,COc1cc(C(=O)O/N=C2/C=CC(=O)C(C)=C2C)cc(OC)c1OC
i,Cc1ccc(N2CCN(C(=O)C3CCN(S(=O)(=O)c4cccc5nsnc45)CC3)CC2C)cc1 (stereo unspecified)

Additional entries:
| Molecule | TMEM16A act |
| --- | --- |
| c1ccc(NCCSc2nc3ccccc3s2)cc1 | i |
| Cc1c(C(=O)N2CCN(S(=O)(=O)c3ccccc3)CC2)oc2ccc(Br)cc12 | i |
| O=C1[C@H](Cc2ccccc2)NCC=CC[C@H](c2ccco2)N1Cc1ccccc1 | i |
| O=C(CN1C(=O)C(=O)N(C2CCCC2)C1=O)Nc1ccc(F)cc1F | i |
| CCCCn1c(N)c(N(C)C(=O)c2ccc(OCC3CCCO3)cc2)c(=O)[nH]c1=O (stereo unspecified) | i |
| O=C(Cc1ccccc1)NN=Cc1ccccc1 | i |
| O=C(OCc1ccccc1)N(CCF)c1cn(Cc2ccccc2)c(=O)n(Cc2ccccc2)c1=O | i |
| COc1cccc(CN(C)C(=O)c2cccc(S(=O)(=O)N3CCN(c4ccccc4)CC3)c2)c1OC | i |
| O=C(OCC(=O)N1CCOCC1)c1cc(S(=O)(=O)N2CCOCC2)c(Cl)cc1Cl | i |
| Cc1c(CCO)c(=O)n2n1CCCC2 | i |
| O=C(NCc1ccncc1)C1CCN(S(=O)(=O)c2ccc(Cl)c(C(F)(F)F)c2)CC1 | i |
| COc1ccc(NC(=S)N2CCC(C(=O)c3ccc(F)cc3)CC2)cc1 | i |
| NNC(=O)c1ccncc1 | i |
| O=C1[C@H](Cc2ccccc2)NCC=CC[C@@H](c2ccco2)N1Cc1ccccc1 | i |
| CC12CCC(O)CC1=CCC1C2CCC2(C)C3=NN=CC3CC12 (stereo unspecified) | i |
| CC(NC(=O)c1cccc(S(=O)(=O)N2CCCCCC2)c1)c1ccccc1 (stereo unspecified) | i |
| O=C1CSC(=S)N1c1ccccc1 | i |
| O=C(Nc1cccc2nsnc12)c1cc2c(cc1Cl)Sc1nccn1S2(=O)=O | i |
| CCN(CC(=O)Nc1ccc(OC)cc1)CC(=O)Nc1sc2c(c1C(=O)OC)CCCC2 | i |
| O=C(Cc1ccc(S(=O)(=O)N2CCOCC2)s1)N1CCN(S(=O)(=O)c2cccc(F)c2)CC1 | i |
| O=C(O)c1ccc(Oc2ccc([N+](=O)[O-])cc2)c([N+](=O)[O-])c1 | i |
| CC(C)CN1C(=O)C(=O)N(CC(=O)N2c3ccccc3NC(=O)CC2C)C1=O (stereo unspecified) | i |
| O=C(O)c1ccccc1C=NNc1ccccn1 | i |
| O=C(Nc1ccc(Cl)cc1F)C1CC(=O)N(Cc2ccco2)C1 (stereo unspecified) | i |
| C=CCn1c2ccccc2c2nnc(SCCCn3c(=O)[nH]c4ccccc43)nc21 | i |
| CCCOc1ccc(C(=O)CCN2CCN(C(=O)OCC)CC2)cc1 | i |
| O=c1[nH]c2cc([N+](=O)[O-])ccc2c2ccc([N+](=O)[O-])cc12 | i |
| O=C1C=CC(=O)c2c(O)c(CO)c(CO)c(O)c21 | i |
| C(=C1c2ccccc2-c2ccccc21)c1ccncc1 | i |
| CCN(C(=O)CSc1nnc(-c2cccc(Cl)c2)n1N)c1c(N)n(Cc2ccccc2)c(=O)[nH]c1=O | i |
| C#CC(=O)CC1(CN(Cc2ccccc2)C(=O)OC(C)(C)C)CCCCC1 | i |
| O=C(C=Cc1ccco1)c1cc(Cl)ccc1O | i |
| CN(C)c1ccc(Cc2cc3c(O)ccc(O)c3cc(Cc3ccc(N(C)C)cc3)c2=O)cc1 | i |
| CC(c1ccccc1)N1C(=O)OC(C)(C)C1(C)O (stereo unspecified) | i |
| O=c1cc(C2CCCCC2)[nH]c(=O)[nH]1 | i |
| Brc1cc2c(cc1C1OCCCO1)OCO2 | i |
| O=c1cc(-c2ccc(O)cc2)oc2cc(O)c([C@@H]3O[C@H](CO)[C@@H](O)[C@H](O)[C@H]3O)c(O)c12 | i |
| COc1ccccc1CNC(=O)COC(=O)c1sc(C)nc1C | i |
| COC(=O)c1nccnc1N | i |
| COc1ccc(OC)c2nc3c(C(=O)NCCN(C)C)cccc3nc12 | i |
| CC1=NS(=O)(=O)NC(C)(C)C1 | i |
| c1ccc2c(c1)CNc1ccccc1-2 | i |
| CCN(CC)CCNC(=O)c1ccc(NC(=O)c2ccc(S(=O)(=O)N3CCCC3)cc2)cc1 | i |
| COCCN(C(=O)C(C)N1C(=O)c2ccccc2C1=O)c1c(N)n(CC(C)C)c(=O)[nH]c1=O (stereo unspecified) | i |
| FC(F)(F)C1=Nc2cccc3cccc(c23)N1 | i |
| Cn1cnc2nc[nH]c2c1=S | i |
| Nc1nc(SCc2ccc(Cl)cc2Cl)c2ncn(C3OC(CO)C(O)C3O)c2n1 (stereo unspecified) | i |
| COc1ccc2ccc3cccc[n+]3c2c1 | i |
| Clc1cccc(CN2CCC3CC2c2cc(N4CCCCC4)ccc23)c1 (stereo unspecified) | i |
| CCC(c1nnnn1C1CCCCC1)N(Cc1ccco1)Cc1cc2ccc(OC)cc2[nH]c1=O (stereo unspecified) | i |
| O=C(OCC(=O)N1CCCCC1)c1n[nH]c(=O)c2ccccc12 | i |
| Cc1cccc2cc(CN(Cc3cccs3)C(c3nnnn3C3CCCC3)C(C)C)c(=O)[nH]c12 (stereo unspecified) | i |
| O=C(c1cc2ccccc2oc1=O)N1CCCN(C(=O)c2cc3ccccc3oc2=O)CC1 | i |
| Cc1nc(SCC(=O)N2CCCCCC2)c2c(=O)n(C)c(=O)n(CC(C)C)c2n1 | i |
| O=C(NC(=S)Nc1ccc(-c2ccccc2)cc1)c1ccccc1 | i |
| Cc1cccc(C)c1NC(=O)C1CCCN(CCCc2ccccc2)C1 (stereo unspecified) | i |

The list continues.
| Molecule | TMEM16A act |
| --- | --- |
| CC1(c2ccc3c(c2)OCCO3)NC(=O)N(CC(=O)Nc2ccccc2F)C1=O (stereo unspecified) | i |
| COc1ccc2c(c1)C[C@]1(C)c3ccccc3C(=O)N(Cc3ccccc3)[C@H]21 | i |
| Cc1nc(Nc2ncc3c(n2)CC(C)(C)CC3=O)nc2ccccc12 | i |
| O=C(C=Cc1ccc2c(c1)OCO2)c1ccccc1 | i |
| O=C(CN1C(=O)NC(c2ccccc2)(c2ccccc2)C1=O)N1CCOCC1 | i |
| Cc1noc(C)c1COC(=O)c1csc2c1CCCC2 | i |
| Cn1c(=O)[nH]c2c(cnn2C)c1=O | i |
| CCOC(=O)c1c(NC(=O)COC(=O)C2CCC2)sc(C(=O)N(C)C)c1C | i |
| Cn1c(=O)c2[nH]c(CN3CCCCC3)nc2n(C)c1=O | i |
| COc1ccccc1N1CCN(CCCN2C(=O)C3CCCCN3C2=O)CC1 (stereo unspecified) | i |
| Cc1nc(NC2=NCN(Cc3cccnc3)CN2)nc2ccccc12 | i |
| O=C(O)c1cccc2c1-c1c(cccc1[N+](=O)[O-])C2 | i |
| O=C(N[C@@H](Cc1ccccc1)C(=O)N1CCN(S(=O)(=O)c2ccc(F)cc2)CC1)c1ccco1 | i |
| Cc1occc1-c1nnc(SCC(=O)N2CCCC(C)C2)o1 (stereo unspecified) | i |
| Cc1ccccc1N(C=O)c1ccccc1C | i |
| O=C(O)C1OC(C(=O)O)C(C(=O)O)C1C(=O)O (stereo unspecified) | i |
| CCCc1ccc(S(=O)(=O)N2CCN(C(C)C(=O)NCc3ccccc3)CC2)cc1 (stereo unspecified) | i |
| Cc1cc(-c2ccccc2)nc(Nc2nc3c(C)cccc3c(=O)[nH]2)n1 | i |
| O=P(Cc1cccc2ccccc12)(c1ccccc1)c1ccccc1 | i |
| CCCCn1c(N)c(N(CC(C)C)C(=O)c2cccc(S(=O)(=O)N(CC)c3ccccc3)c2)c(=O)[nH]c1=O | i |
| O=C1/C(=C\c2ccccc2)CCC/C1=C/c1ccccc1 | i |
| CS(=O)(=O)c1cccc(C(=O)Nc2cccc(S(=O)(=O)N3CCCC3)c2)c1 | i |
| CC1CN(C(NC(=O)c2ccccc2)C(Cl)(Cl)Cl)CC(C)O1 (stereo unspecified) | i |
| Cc1cc(NS(=O)(=O)c2ccccc2)ccc1NS(=O)(=O)c1ccccc1 | i |
| CCOC(=O)/C(=C\c1ccc(N2CCC(c3ccccc3)=N2)cc1)C(C)=O | i |
| CCOc1ccc(/C=C(/C#N)c2nnc(N3CCOCC3)n2-c2ccccc2)cc1OC | i |
| COC(=O)C1C2CC3c4[nH]c5cc(OC)ccc5c4CCN3CC2CC(OC(=O)CC(C)=O)C1OC (stereo unspecified) | i |
| NN=C1c2ccccc2-c2ccc(N)cc21 | i |
| COc1ccc(S(=O)(=O)N2CCN(c3ccccc3)CC2)cc1OC | i |
| CCCCN(C(=O)Cc1ccc2c(c1)OCCO2)c1c(N)n(CC(C)C)c(=O)[nH]c1=O | i |
| O=C(CNC(=O)c1cc(=O)[nH]c2ccc(S(=O)(=O)N3CCOCC3)cc12)Nc1ccc(F)c(F)c1 | i |
| O=C1c2cccc3cccc(c23)C(=O)N1CC1CCN(S(=O)(=O)c2ccccc2)CC1 | i |
| CC(Sc1nncn1C)C(=O)Nc1ccc2ccccc2c1 (stereo unspecified) | i |
| Cc1ccc[n+](C(C(=S)NCc2ccco2)=C([O-])c2ccccc2Cl)c1 | i |
| CC12CCC(=O)C=C1C(O)CC1C2CCC2(C)C1CCC2(O)C(=O)CO (stereo unspecified) | i |
| CCOc1ccc(NS(=O)(=O)c2cc(NC(=O)CCNC(=O)c3ccco3)ccc2OC)cc1 | i |
| CC(C)[C@H]1COCCS(=O)(=O)N1Cc1ccccc1-c1ccc(F)cc1 | i |
| COCCNC(=S)N1CCC(C(=O)c2ccc(F)cc2)CC1 | i |
| Cc1cccc(OCC(=O)OCC(=O)NCC2CCCO2)c1C (stereo unspecified) | i |
| Cc1nc2c(o1)C(=O)c1ccccc1C2=Nc1ccccc1 | i |

2 entries from above, with values ahead of the structure:
TMEM16A act,SMILES
i,Cc1c(CCO)c(=O)n2n1CCCC2
i,O=C(NCc1ccncc1)C1CCN(S(=O)(=O)c2ccc(Cl)c(C(F)(F)F)c2)CC1

(more compounds)
| Molecule | TMEM16A act |
| --- | --- |
| COc1ccc(Cl)cc1NC(=O)CCN1C(=O)NC(C)(C)C1=O | i |
| CCCCC1CCC(C(=O)Nc2ccccc2N2CCOCC2)CC1 (stereo unspecified) | i |
| CCOC(=O)c1coc(C(=O)OCC)c1C(=O)OCC | i |
| CCOC(=O)C1=CC(=O)CC(C)(C)O1 | i |
| CCC1(O)CC2CN(CCc3c([nH]c4ccccc34)C(C(=O)OC)(c3cc4c(cc3OC)N(C=O)C3C(O)(C(=O)OC)C(OC(C)=O)C5(CC)C=CCN6CCC43C65)C2)C1 (stereo unspecified) | i |
| O=C(NC(Cc1ccccc1)C(=O)N1CCN(c2ccccc2O)CC1)c1ccccc1 (stereo unspecified) | i |
| CCC(C)C1(C2CCCC2)NC(=O)NC1=O (stereo unspecified) | i |
| O=C(COC(=O)Cc1ccc(F)cc1)NC1CCCCCC1 | i |
| Cc1ccc(S(=O)(=O)N2CCC(C(=O)Nc3ccc(S(=O)(=O)N4CCOCC4)cc3)CC2)cc1 | i |
| COc1ccc2c(=O)c3c(=O)n(CCc4ccccc4)c(C)nc3oc2c1 | i |
| CCC1(c2ccccc2)SC(=O)NC1=O (stereo unspecified) | i |
| O=C(Nc1ccc(C(F)(F)F)cc1)C1CCCCN1S(=O)(=O)c1ccccc1 (stereo unspecified) | i |
| COc1cccc(-c2sc3cc(OC)c(OC)cc3c2-c2ccc(OCCN3CCCCC3)cc2)c1 | i |
| CCOC(=O)C1CCCN(C(=O)Cn2ncc3c(=O)oc4ccc(C)cc4c32)C1 (stereo unspecified) | i |
| CN(Cc1cccc(F)c1)C(=O)CSc1nnc(C2CC2)n1C1CC1 | i |
| O=C1CC[C@@H]2C[C@@]3(C[C@@H]4CCN1[C@H]24)Nc1cc([N+](=O)[O-])ccc1NC3=NCc1ccccc1 | i |
| O=C(c1ccc(S(=O)(=O)Nc2ccccc2F)cc1)N1CCN(c2ccccn2)CC1 | i |
| O=C1NC(=O)C(c2ccccc2)(c2ccc(Cl)cc2Cl)N1 (stereo unspecified) | i |
| CC(Sc1nccn1C)C(=O)NC1(C#N)CCCCC1 (stereo unspecified) | i |
| N#CCCN(C(=O)Nc1ccccc1)C1CCCCC1 | i |
| CS(=O)(=O)c1ccc(C(=O)Nc2nc(-c3ccco3)c(-c3ccco3)s2)cc1 | i |
| O=C(O)C(Oc1ccc(Cl)cc1)c1ccc(Cl)cc1 (stereo unspecified) | i |
| COc1ccc(C(=O)NCCN(C)C)c2nc3ccccc3cc12 | i |
| S=c1[nH]c2cnc(Cl)nc2[nH]1 | i |
| Nc1cc(C(=O)OCC(=O)N2CCN(C(=O)COC(=O)c3ccc(Cl)c(N)c3)CC2)ccc1Cl | i |
| CSCCC(NC(C)=O)C(=O)Oc1ccc2c3c(c(=O)oc2c1)CCCC3 (stereo unspecified) | i |
| COc1ccc(-c2cc(C(F)(F)F)nc(SCCC(=O)N3CCN(C)CC3)n2)cc1 | i |

Not all compounds are listed; the hit share may differ from the screen's.
